# M. tuberculosis – growth inhibition of non-replicating M. tuberculosis (AID 488890) | Mycobacterium tuberculosis non-replicating, growth inhibition; higher % means a stronger effect | inhibition, % at 25 µM; hits with a dose series show IC50 in µM | actives 0.39% (n = 320,000); in the data active means a potency from the dose series; inconclusive means inhibition mostly from about 82% at the one dose, without a potency; inactive means the rest, 99 in 100 with inhibition below about 76%;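 further: plate controls were DMSO cells for no effect and high antibiotic wells for full effect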
# M. tuberculosis HTS – M. tuberculosis growth inhibition, HTS (AID 449762) | M. tuberculosis H37Rv growth inhibition, 7H9 media; higher % means a stronger effect | inhibition, % at 25 µM, or IC50 in µM where a hit was titrated | actives 0.59% (n = 330,000); in the data active means a potency from the dose series; inconclusive means inhibition above about 70% without an active follow-up result;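 further: bacterial growth assessed after seven days of incubation; strong numbers were not always called active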
# VEEV TC-83 Vero – inhibitors of VEEV TC-83 cytopathic effect, confirmation, Vero cells (AID 588727); Vero cells, VEEV TC-83 cytopathic effect inhibition; higher % means a stronger effect; inhibition, % at 20 µM, or IC50 in µM where a hit was titrated; actives 0.13% (n = 350,000); in the data active means a potency from the dose series; inconclusive means inhibition mostly from about 14% at the one dose, without a potency; inactive means the rest, 99 in 100 with inhibition below about 12%; further: strong numbers were not always called active
# H1N1 NS1A inhibition – H1N1 influenza NS1A inhibitors, functional cell based assay (AID 504329); NS1A functional cell-based assay, percent inhibition; higher % means a stronger effect; inhibition, % at 12.5 µM; hits with a dose series show IC50 in µM; actives 0.3% (n = 340,000); in the data active means a potency from the dose series; inconclusive means inhibition above about 27% without an active follow-up result; further: strong numbers were not always called active
# PhoP GFP inhibition – PhoP regulon inhibitors, Salmonella typhi PhoP promoter GFP reporter, confirmatory (AID 1850); inhibition, % at 50 µM, or IC50 in µM where a hit was titrated; Salmonella Typhi PhoP-promoter GFP reporter, fluorescence, 4 h; higher % means a stronger effect; actives 0.33% (n = 310,000); in the data active means a potency from the dose series; inconclusive means inhibition mostly from about 25% at the one dose, without a potency; inactive means the rest, 99 in 100 with inhibition below about 19%;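 further: 0% = induced wells with vehicle and 100% = uninduced wells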
# VEEV TC-83 Vero 10K pilot screen – recorded beside VEEV TC-83 Vero, whose call it bears; inhibition, %; measured here: 10K pilot screen inhibition
# Starred values were filed as active, the others as inactive; i = inactive; ? = inconclusive; . = no result given.
SMILES,M. tuberculosis,M. tuberculosis HTS,VEEV TC-83 Vero,H1N1 NS1A inhibition,PhoP GFP inhibition,others
O=C(N/N=C/c1ccco1)c1ccc(N2CCCC2=O)cc1,5%,-1%,0.8%,-14%,-7%,
CC(C)(C)NS(=O)(=O)c1ccc(CCC(=O)NCc2cccnc2)cc1,6%,-3%,i,-1%,-1%,
CCN(C(=O)CSc1ncn[nH]1)C1CCCCC1,-13%,2%,0.3%,-3%,-3%,
COC(=O)[C@@]1(Cc2ccc(F)cc2)[C@H]2c3cc(C(=O)N4CCCC4)n(CCO)c3C[C@H]2CN1C(=O)c1ccccc1,14%,3%,.,.,-2%,
CCCS(=O)(=O)N1CCN(C(=O)c2cccs2)CC1,11%,-10%,i,-1%,-8%,
C(=C\c1ccccc1)/C=N/N1CCN(Cc2ccccc2)CC1,5%,12%,i,22%,1%,VEEV TC-83 Vero 10K pilot screen=0.8
C=CCN(C(C(=O)OC)C(C)C)S(=O)(=O)CCNCc1ccccc1 (stereo not drawn),.,.,i,2%,.,
O=C(O)c1ccc2c(=O)n3c(nc2c1)/C(=C/c1cccc(O)c1)CC3,-6%,2%,2.6%,-3%,-12%,
Cc1ccc(S(=O)(=O)n2nccc2-c2c(-c3ccc(Cl)cc3)noc2C)cc1,13%,10%,3.2%,.,-7%,
COc1ccc(S(=O)(=O)N2CCCC2CNC(=O)C(=O)Nc2ccc(C)cc2)cc1 (stereo not drawn),2%,-4%,7.3%,-11%,4%,
O=C(Nc1ccccc1)c1ccccc1CSc1ccccc1,2%,8%,1.0%,0%,-19%,VEEV TC-83 Vero 10K pilot screen=0.9
O=c1c2ccccc2[nH]c(=S)n1Cc1cccs1,-32%,7%,0.4%,-3%,-7%,
Cc1cccc(C)c1OCC(=O)NCc1nnc(SCC(=O)NC2CCCCC2)n1C,-4%,-20%,0.9%,-10%,3%,
CC1CC(C)CN(C(=O)COC(=O)c2ccc([N+](=O)[O-])o2)C1 (stereo not drawn),5.2µM*,?,0.3%,1%,.,
CCc1ccc(C(=O)CN(C#N)c2nc(C)cc(C)n2)cc1,?,13%,i,-2%,-11%,VEEV TC-83 Vero 10K pilot screen=4.2
COc1ccc(CC(=O)Nc2ccc(S(=O)(=O)N3CCCCC3)cc2)cc1OC,14%,4%,i,3%,-15%,
Cc1ccc(S(=O)(=O)NCC(=O)N2CCCCC2)cc1,-19%,-2%,i,28%,-1%,
O=C(O)CNC(=O)CC12CC3CC(CC(C3)C1)C2,13%,1%,0.3%,-7%,-8%,
Cc1ccc(-c2csc(N3C(=N)SCC3=O)n2)cc1,3%,1%,.,.,4%,
COC(=O)C1=C(C)NC2=C(C(=O)CC(C)(C)C2)C1c1cnn(C)c1C (stereo not drawn),1%,-8%,0.8%,2%,-6%,
COc1ccc(S(=O)(=O)N(CC(=O)O)c2ccccc2)cc1,-1%,-2%,0.6%,2%,0%,
CC(=O)c1sc2c(c1OC(=O)c1ccc(Cl)cc1Cl)c(=O)n(-c1ccccc1)c(=S)n2-c1ccccc1,36%,3%,i,-1%,0%,
O=C1c2ccccc2C(=O)N1c1cccc2ccccc12,5%,-3%,0.9%,1%,-5%,
Cc1ccc(C)c(NC(=O)Cn2nc(C)c3ccccc3c2=O)c1,1%,2%,1.6%,-14%,15%,
C=CCn1c(COc2cccc3cccnc23)nnc1SCC(=O)OC,13%,-1%,2.1%,-5%,1%,VEEV TC-83 Vero 10K pilot screen=1.4
O=[N+]([O-])c1ccc(Cl)c(/C=N/N2CCN(Cc3ccccc3)CC2)c1,46%,?,i,14%,5%,VEEV TC-83 Vero 10K pilot screen=0.4
N#Cc1c(NCc2ccccc2)ccnc1NCc1cccnc1,32%,1%,0.9%,3%,-6%,
O=C(Cn1c(CC(=O)N2CCOCC2)nc2ccccc21)Nc1ccc2c(c1)OC(F)(F)O2,13%,6%,i,2%,9%,
CN(/C=C1/C(=O)CNC1=O)CCO,-14%,1%,0.9%,.,4%,
O=C(O)c1ccc(/C=C2\SC(=S)N(NC(=O)c3ccccc3[N+](=O)[O-])C2=O)cc1,-13%,9%,0.8%,2%,-14%,
CCCP(=O)(CC(=O)O)c1ccccc1 (stereo not drawn),2%,-3%,1.1%,-1%,6%,
Cc1ccc2cc(C#N)c(SCC(=O)N3CCCc4ccccc43)nc2c1C,9%,5%,2.5%,-2%,-6%,
CCOC(=O)C1=C(O)/C(=C/c2cc(OC)c(OC)c(OC)c2)SC1=Nc1ccc(OC)cc1,24%,-2%,12%,17%,-11%,
CC#CCN(Cc1ccco1)C(=O)C1CCC(=O)N(Cc2ccccc2F)C1 (stereo not drawn),7%,5%,1.5%,-2%,0%,
COc1ccc(C2c3c(C)nn(-c4ccccc4)c3NC(=O)N2c2ccccc2)cc1 (stereo not drawn),16%,43%,2.7%,0%,-2%,
NC1=NC(=Nc2cccc(S(=O)(=O)N3CCOCC3)c2)c2ccccc21,-20%,2%,1.0%,-11%,2%,
CCC(C)Sc1cccc(-c2nc3ccc(Cl)cn3c2NCc2ccccc2)c1 (stereo not drawn),28%,5%,1.7%,6%,-5%,VEEV TC-83 Vero 10K pilot screen=0.7
O=C(Nc1cnn(Cc2ccc(F)cc2)c1)c1cc2nc(-c3ccco3)cc(C(F)(F)F)n2n1,0%,-8%,4.1%,1%,-9%,
Cc1ccc(-c2nnc(N3CCN(C(=O)CN4CCOCC4)CC3)c3ccccc23)cc1,21%,0%,1.9%,2%,-2%,
NC(=O)COn1c(SCC(N)=O)nc2ccccc2c1=O,-6%,0%,1.2%,-14%,-12%,
CC(NC(=O)COc1ccc(-c2ccccc2)cc1)C1CCCO1 (stereo not drawn),8.2µM*,2%,6.5%,-3%,8%,
COc1ccc2nc(NC(=O)c3ccco3)sc2c1,34%,1%,2.1%,-3%,13%,
O=C(O)Cn1cc(/C=N/Nc2ccc([N+](=O)[O-])cn2)c2ccccc21,-3%,5%,1.5%,11%,13%,
C/C(CC(=O)Nc1ccc([N+](=O)[O-])cc1)=N\NC(=O)c1ccccc1O,13%,8%,1.1%,-11%,0%,
COc1cccc(N(CC(=O)N2CCN(C)CC2)S(=O)(=O)c2ccccc2)c1,-3%,5%,i,4%,-19%,
O=c1[nH]c(CN2CCN(S(=O)(=O)/C=C/c3ccccc3)CC2)nc2ccccc12,33%,-3%,6.5%,-4%,2%,
CCOC(=O)C1(Cc2ccccc2C)CCCN(C(=O)c2ccoc2)C1 (stereo not drawn),23%,-3%,5.0%,17%,-6%,
CC(=O)c1c(C)[nH]c(C(=O)C(C)Sc2nnc(NC3CC3)s2)c1C (stereo not drawn),23%,-6%,8.5%,-4%,.,
COc1ccc(CN2C(=O)c3ccccc3C2C(=O)NC2CCCC(C)C2C)c(OC)c1 (stereo not drawn),.,.,0.9%,13%,.,
Cc1onc(-c2ccccc2Cl)c1C(=O)OCC(=O)c1c(N)n(C)c(=O)n(C)c1=O,7%,-2%,6.6%,9%,-1%,
COc1cc(/C=C2\C(=N)N3N=C(S(C)(=O)=O)SC3=NC2=O)ccc1OCCOc1ccc(C)cc1,73%,34%,11%,21%,12%,
CC1CCN(C(=O)c2ccc(N3C(=O)C4CCC(C)CC4C3=O)cc2)CC1 (stereo not drawn),10%,2%,1.3%,-24%,-17%,
Cc1ccccc1-c1nnn(CC(=O)Nc2ccc3c(c2)OCO3)n1,6%,-5%,1.6%,-6%,-13%,
Cc1cc(C(=O)OCC(=O)N2CC(C)OC(C)C2)c(C)n1-c1ccccc1 (stereo not drawn),-12%,-4%,i,-4%,.,
CN(Cc1ccc(Cl)cc1)C(=O)CCl,?,?,?,-10%,-11%,
Cc1nnc(N/N=C/c2cccs2)[nH]c1=O,8%,0%,1.2%,-1%,11%,
CC1CCCN(C(=O)CNC(=O)Cn2ccc3ccccc3c2=O)C1 (stereo not drawn),.,-4%,1.0%,27%,15%,
Cc1ccc(OCC(=O)Nc2nnc(-c3ccco3)s2)cc1,7%,2%,?,0%,4%,
CCOCCCNC(=O)c1cc2sc(Cl)cc2n1CC,10%,3%,i,0%,6%,
O=C1OCCN1C(=O)[C@H]1[C@H](c2ccccc2)C(c2ccccc2)=NN1c1ccccc1,.,.,0.6%,-16%,.,

# Following part
SMILES,M. tuberculosis,M. tuberculosis HTS,VEEV TC-83 Vero,H1N1 NS1A inhibition,PhoP GFP inhibition,others
O=C(Nc1ccc(OCC(F)(F)C(F)F)c(C(F)(F)F)c1)c1ccc(Cl)cc1,.,36µM*,1.2%,8%,-2%,
O=C(NCCOCCOCCNC(=O)c1cccnc1)c1cccnc1,0%,1%,0.0%,-5%,-6%,
COc1ccc2c(c1)C(=O)N(c1ccc(C)cc1)C(=O)C2,3%,2%,3.1%,-4%,-2%,
O=C(CN1CCN(S(=O)(=O)c2ccc(Br)cc2)CC1)N/N=C/c1ccncc1,-6%,6%,i,18%,-14%,
CC1=C(C(=O)Nc2ccccc2)C(c2cccs2)C(C#N)=C(SCC#N)N1 (stereo not drawn),9%,1%,12%,9%,9%,
c1cc(Nc2ncnc3sc4c(c23)CCC4)ccn1,1%,-3%,i,3%,11%,
CC(C)C(NC(=O)c1ccc(Cl)c([N+](=O)[O-])c1)C(=O)NCc1ccccn1 (stereo not drawn),6%,-2%,i,3%,.,
OCCNCCCCOc1ccccc1F,22%,2%,1.0%,-3%,3%,
CCN(C(=O)CSc1nc2cc(C(=O)O)ccc2c(=O)n1-c1ccccc1F)C1CCS(=O)(=O)C1 (stereo not drawn),.,.,1.2%,-6%,.,
Cc1ccc(S(=O)(=O)NC(C)C(=O)N2CCOCCOCCOCC2)cc1 (stereo not drawn),-6%,-7%,0.9%,0%,17%,
O=C(CCn1c(=O)sc2ccccc21)Nc1ccon1,-7%,2%,0.7%,5%,-20%,
Cc1ccc(S(=O)(=O)N2C(=O)[C@@H]3Cc4ccccc4CN3C2=O)cc1,.,.,i,-1%,.,
O=c1c2ccccc2nnn1CSc1nc2ccccc2c(=O)n1CCCO,13%,9%,6.9%,2%,1%,
FC(F)(F)c1nnc2sc(-c3ccco3)nn12,8%,6%,i,-9%,7%,
COc1ccccc1CNC(=O)N[C@@H](Cc1ccccc1)C(=O)O,13%,1%,4.1%,5%,-2%,
COc1ccccc1N1CCN(c2nc3c(C)cccn3c(=O)c2C=O)CC1,16%,-12%,8.8%,-6%,-4%,
O=C(CCNC(=O)Cn1ccc2ccccc2c1=O)NCCCN1CCN(c2ccc(F)cc2)CC1,-8%,-6%,i,9%,8%,VEEV TC-83 Vero 10K pilot screen=0.2
Fc1ccc(Nc2nc(Oc3ccc4c(c3)OCO4)nc(N3CCOCC3)n2)c(F)c1,-14%,5%,i,-11%,9%,VEEV TC-83 Vero 10K pilot screen=0.4
CC(C)OC(=O)COc1ccc(-c2ccccc2)cc1,3.2µM*,?,0.3%,16%,-2%,
O=C(NCC1CCCO1)c1cc(S(=O)(=O)N2CCCC2)c(Cl)cc1Cl (stereo not drawn),0%,-10%,i,3%,1%,

# Reprinted at random: four compounds from above, in no set order.
SMILES,M. tuberculosis,M. tuberculosis HTS,VEEV TC-83 Vero,H1N1 NS1A inhibition,PhoP GFP inhibition,others
O=c1c2ccccc2nnn1CSc1nc2ccccc2c(=O)n1CCCO,13%,9%,6.9%,2%,1%,
O=C(NCCOCCOCCNC(=O)c1cccnc1)c1cccnc1,0%,1%,0.0%,-5%,-6%,
O=C(CCn1c(=O)sc2ccccc21)Nc1ccon1,-7%,2%,0.7%,5%,-20%,
CC1=C(C(=O)Nc2ccccc2)C(c2cccs2)C(C#N)=C(SCC#N)N1 (stereo not drawn),9%,1%,12%,9%,9%,

# Carrying on:
SMILES,M. tuberculosis,M. tuberculosis HTS,VEEV TC-83 Vero,H1N1 NS1A inhibition,PhoP GFP inhibition,others
CC(=O)N1CCN(C(=O)c2ccco2)CC1,-11%,-2%,0.8%,-7%,-8%,
CC1CCN(CC(=O)Nc2ccc(N3CCCCCC3)cc2)CC1,16%,2%,i,25%,-13%,
O=C(NCCC1CCCCN1S(=O)(=O)c1ccccc1)C(=O)Nc1ccc(F)cc1 (stereo not drawn),-1%,2%,11%,1%,-4%,
CC(C)n1nnc(-c2ccc(OCc3ccccc3F)cc2)n1,47%,9%,2.3%,-15%,-1%,

# At a glance, some entries already given.
SMILES,M. tuberculosis,M. tuberculosis HTS,VEEV TC-83 Vero,H1N1 NS1A inhibition,PhoP GFP inhibition,others
CC1CCN(CC(=O)Nc2ccc(N3CCCCCC3)cc2)CC1,16%,2%,i,25%,-13%,
O=C(NCCC1CCCCN1S(=O)(=O)c1ccccc1)C(=O)Nc1ccc(F)cc1 (stereo not drawn),-1%,2%,11%,1%,-4%,
CC(C)n1nnc(-c2ccc(OCc3ccccc3F)cc2)n1,47%,9%,2.3%,-15%,-1%,
